Giardia killer = Small Molecules that selectively kill Giardia lamblia: qHTS; Giardia lamblia trophozoite viability; activity change, % at 7.66 µM, hits read low; 340,000 tested, 0.15% active; AID 540267, 2011; in the data active = activity change below about -80%; inconclusive = between about -30% and that limit;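 also: parasites exposed to compound for two days anaerobically before the ATP read; % is scaled to controls: 0 for no effect and ±100 for the full control effect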
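Killing of trophozoites was scored by loss of ATP luminescence after a 48 hrs anaerobic exposure to compounds at 37 deg C, using 100 cells per well.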
PKM2 act = qHTS Assay for Activators of Human Muscle isoform 2 Pyruvate Kinase; 260,000 tested, 0.34% active; AID 1631, 2009; purified PKM2, Kinase-Glo ATP luminescence, activation; response scale: 0% is enzyme alone, no compound; Potency, µM (titrated, usually from 57.5 µM), without a hit: at the highest dose activation, most hits filed as activators; also: potency is read from the fitted curve at half-maximal effect; % is scaled to controls: 0 for no effect and ±100 for the full control effect; nearly all actives have a fitted effect of over 55% in size
Target sequence (P14618 whole entry, looked up, canonical isoform): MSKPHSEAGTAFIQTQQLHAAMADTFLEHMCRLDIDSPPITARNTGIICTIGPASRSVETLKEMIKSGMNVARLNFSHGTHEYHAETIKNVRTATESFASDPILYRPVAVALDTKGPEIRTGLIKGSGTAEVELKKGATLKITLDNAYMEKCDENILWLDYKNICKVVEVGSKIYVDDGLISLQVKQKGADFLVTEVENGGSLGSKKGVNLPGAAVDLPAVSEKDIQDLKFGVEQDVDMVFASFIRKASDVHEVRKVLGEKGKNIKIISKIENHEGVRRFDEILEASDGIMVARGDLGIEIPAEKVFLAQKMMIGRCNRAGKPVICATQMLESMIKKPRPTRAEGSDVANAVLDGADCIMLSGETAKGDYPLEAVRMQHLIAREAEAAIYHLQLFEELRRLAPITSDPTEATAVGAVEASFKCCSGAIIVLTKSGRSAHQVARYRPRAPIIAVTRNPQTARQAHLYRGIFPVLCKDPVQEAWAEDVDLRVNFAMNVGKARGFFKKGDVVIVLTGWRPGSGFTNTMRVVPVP
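Purified hPK-M2 (>95%) run at intermediate activity with 0.1 mM ADP and 0.5 mM PEP in 50 mM imidazole pH 7.2, KCl, MgCl2; 1 h room temperature. ATP formed read by Kinase-Glo luminescence; normalized to uninhibited and no-enzyme controls.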
FLuc modulator = qHTS profiling assay for firefly luciferase inhibitor/activator using purifed enzyme and Km concentrations of substrates (counterscreen for miR-21 project); purified FLuc, Km substrates, luminescence inhibition; Potency, µM (series often up to 57.5 µM), inactives show top-dose activity change, negative = inhibition, actives largely listed as inhibitors; Luciferin 4-monooxygenase (Photinus pyralis), P08659; AID 588342, 2011; 360,000 tested, 6.9% active;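 also: potency is read from the fitted curve at half-maximal effect; plate controls were vehicle for no effect and reference inhibitor for full effect; nearly all actives have a fitted effect of over 55% in size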
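Purified P. pyralis luciferase (10nM final) with 10uM D-luciferin and 10uM ATP (Km levels) in 50mM Tris acetate pH 7.5, 10mM Mg acetate, 0.01% Tween-20, 0.05% BSA; qHTS 6-point titration, ~60 µM downward; luminescence read.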
p53 reactivation = qHTS assay for re-activators of p53 using a Luc reporter; H1299 p53-A138V BP100-luciferase reporter, luminescence, 24 h; Potency, µM (titrated, usually from 92.2 µM), for inactives: at the top dose activity change, positive = activation, usual class: activators; 320,000 tested, 0.063% active; also: potency is read from the fitted curve at half-maximal effect; % of control where 0% means no effect; nearly all actives have a fitted effect of over 45% in size
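H1299 (p53-null), stable ts p53-A138V + BP100-Luc; 1000 cells/well, Opti-MEM/10% FBS; cpd 4 pt, 1:5; 24 h, 37 deg C, 5% CO2; detection reagent 10 min RT; luminescence.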
ELG1 genotox = qHTS screen for small molecules that induce genotoxicity in human embryonic kidney (HEK293T) cells expressing luciferase-tagged ELG1; HEK293T ELG1-luciferase reporter, luminescence, 16 h; Potency, µM (titrated, usually from 46 µM), without a hit: top-dose activity change, positive = activation, actives largely listed as activators; 330,000 tested, 1.3% active; also: potency is read from the fitted curve at half-maximal effect; % of control where 0% means no effect; nearly all actives have a fitted effect of over 60% in size
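Reporter readout depends on ELG1 protein level, which increases with genetic stress. After 16 hr compound exposure at 37 °C, luciferase activity was quantified using ONE-Glo.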
BRCA1 expr act = qHTS Assay to Identify Small Molecule Activators of BRCA1 Expression | MCF7-BRCA1-FFLuc reporter, luminescence, 48 h; response scale: scaled: vehicle 0%, 10 µM genistein 100% | Potency, µM (top dose mostly 46.1 µM), inactives show at the top dose activation, actives largely listed as activators | 380,000 tested, 1.1% active; also: potency is read from the fitted curve at half-maximal effect; nearly all actives have a fitted effect of over 80% in size; some results filed as inactive show a strong effect at the top dose
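MCF7-BRCA1-FFLuc, 2000 cells/well; 2 h attach, 37 °C/5% CO2; compound 48 h; luciferase substrate 15 min; luminescence end-point. Norm. to genistein 10 microM max activation and DMSO; concentration-response curves fitted.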
NPC1 prom act = qHTS Assay for NPC1 Promoter Activators; 320,000 tested, 2.4% active; Potency, µM (titrated, usually from 9.22 µM), without a hit: at the top dose activation, usual class: activators; Huh7 NPC1 promoter luciferase reporter, 24 h; AID 485313, 2010;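 also: potency is read from the fitted curve at half-maximal effect; % of control where 0% means no effect; nearly all actives have a fitted effect of over 60% in size; reporter is driven by a mutant NPC1 promoter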
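Huh7 reporter cells (NPC1 promoter driving luciferase) are dosed with compound for 24 h at 37 °C, 5% CO2; luciferase detection reagent is then added and luminescence measured after 10 min at ambient temperature.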
Rab9 promoter act = qHTS Assay for Rab9 Promoter Activators | 320,000 tested, 2.8% active | Huh7 Rab9 promoter-luciferase reporter, luminescence, 24 h | Potency, µM (top dose mostly 9.22 µM), for inactives: at the top dose activation, negative = inhibition, hits mostly activators; also: potency is read from the fitted curve at half-maximal effect; % of control where 0% means no effect; nearly all actives have a fitted effect of over 60% in size
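Stable Rab9-luc Huh7, 1500 cells/well, 2 h settle; cmpd in DMSO, 24 h, 37 °C/5% CO2; luciferase reagent 10 min RT; luminescence.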
RORgamma inh = qHTS for inhibitors of ROR gamma transcriptional activity. Potency, µM (top dose mostly 53.6 µM), for inactives: at the highest dose activity change, negative = inhibition, hits mostly inhibitors. Drosophila S2 Gal4-RORgamma UAS-luciferase reporter, 20 h. AID 2551, 2010. 310,000 tested, 5.4% active. Nuclear receptor ROR-gamma (Mus musculus), P51450; also: potency is read from the fitted curve at half-maximal effect; % is scaled to controls: 0 for no effect and ±100 for the full control effect; nearly all actives have a fitted effect of over 60% in size
Target sequence (P51450 whole entry, looked up, the tested form may be a part): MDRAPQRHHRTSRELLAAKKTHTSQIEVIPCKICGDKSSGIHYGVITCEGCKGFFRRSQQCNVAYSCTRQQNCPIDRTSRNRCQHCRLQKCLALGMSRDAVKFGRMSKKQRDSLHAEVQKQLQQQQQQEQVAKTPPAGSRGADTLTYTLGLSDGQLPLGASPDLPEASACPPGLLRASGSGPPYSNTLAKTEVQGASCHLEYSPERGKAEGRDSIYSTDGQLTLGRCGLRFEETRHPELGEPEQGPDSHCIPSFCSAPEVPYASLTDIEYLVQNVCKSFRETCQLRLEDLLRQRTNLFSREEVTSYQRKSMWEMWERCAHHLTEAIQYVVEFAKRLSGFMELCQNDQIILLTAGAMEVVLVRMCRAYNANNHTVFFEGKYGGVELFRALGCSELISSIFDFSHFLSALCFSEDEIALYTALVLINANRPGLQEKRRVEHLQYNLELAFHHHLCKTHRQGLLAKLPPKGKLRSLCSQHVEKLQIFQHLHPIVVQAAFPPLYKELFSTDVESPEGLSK
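Luminescence from a UAS-regulated Photinus luciferase reporter in stably transfected Drosophila Schneider cells is measured; decreased signal marks ROR gamma inhibition. Fusion expression is induced by 700 uM copper sulfate for 20 hr.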
Menin-MLL TR inh = qHTS Assay for Inhibitors Targeting the Menin-MLL Interaction in MLL Related Leukemias: Competition With Texas Red Labeled MLL-derived Mutant Peptide | O00255 | Menin + Texas Red MLL mutant peptide, fluorescence polarization | Potency, µM (doses to about 61.6 µM), for the others: at the highest dose FP activity change, negative = inhibition, most hits filed as inhibitors | 270,000 tested, 0.23% active; active = well fitted inhibition curve with a large enough effect in the polarisation, with a control signal flat, not every such curve was filed as active; inconclusive = small, poorly fitted or top-dose-only effect, or effect the other way, or a change in a side signal; inactive = no such curve, though single readings can be large or run the other way; the % refers to the polarisation; also: potency is read from the fitted curve at half-maximal effect; % of control where 0% means no effect; many of its hits are not listed in these tables
Gal4-VP16 FLuc = VP16 counterscreen qHTS for inhibitors of ROR gamma transcriptional activity; Drosophila S2 Gal4-VP16 UAS-luciferase, luminescence, 20 h; Potency, µM (titrated, usually from 53.6 µM), for the others: top-dose activity, negative = inhibition, hits mostly inhibitors; 310,000 tested, 3.5% active; AID 2546, 2010;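 also: Gal4-VP16 expression switched on by copper sulfate through the metallothionein promoter; potency is read from the fitted curve at half-maximal effect; % is scaled to controls: 0 for no effect and ±100 for the full control effect; nearly all actives have a fitted effect of over 50% in size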
Starred values were filed as active, the others as inactive; ? = inconclusive; · = not tested or not shown; & = joins results of further samples; [ ] = dose if it differs, or a comment. Unless noted, calls follow the shape of the dose curve; as a rule, active = well fitted curve in the direction sought with a large enough effect; inconclusive = small, poorly fitted or top-dose-only effect, or another doubt; inactive = no such curve, though single readings can be large; an effect the other way counts as inactive or inconclusive. These rows are one share of the data; the hit share may differ from the screen's.

mol | Giardia killer | PKM2 act | FLuc modulator | p53 reactivation | ELG1 genotox | BRCA1 expr act | NPC1 prom act | Rab9 promoter act | RORgamma inh | Menin-MLL TR inh | Gal4-VP16 FLuc
COC(=O)c1cc2c(-c3ccccc3)c(C)c3ccccn3c-2c1C(=O)OC | 4 | 4% | 3% | 0% | -8% | -37% | 1% | -1% | -32% | 35µM* | -7%
COCCCC1CCN(Cc2cn[nH]c2-c2cc(OC)c(OC)c(OC)c2)CC1 | 2 | -1% | -1% | -4% | 8% | -10% | -8% | 10% | -3% | 15% | -1%
Cc1cc([N+](=O)[O-])ccc1NCc1ccccc1[N+](=O)[O-] | -4 | -4% | 0% | 2% | -2% | -12% | -3% | -29% | 17% | 38%[activator] | -9%
COc1ccccc1-n1nnnc1SCC(=O)Nc1cc(C)on1 | 7 | 8% | 6% | -3% | -1% | -29% | 2% | 0% | ? | 7% | 3%
Cc1ccc(S(=O)(=O)c2c(N)n(/N=C/c3ccco3)c3nc4ccccc4nc23)cc1 | -4 | 14% | 2% | 4% | 0% | -24% | -4% | -10% | -10% | ? | -23%
Cc1cc(NC(=O)CCC(=O)N(Cc2ccco2)C(C(=O)NC2CCCC2)c2ccccc2)no1 (centres undefined) | 1 | -4% | 3% | -1% | -10% | -14% | 2% | -1% | 11% | -14% | -11%
COc1ccc(CCC(=O)OCC(=O)Nc2ccc(C)c(S(=O)(=O)N(C)C)c2)cc1 | 2 | -13% | -10% | -10% | -4% | -11% | -2% | -3% | 5% | 7% | -1%
COC(CNC(=O)c1ccc2nc(-c3ccccc3)c(-c3ccccc3)nc2c1)OC | 7 | -10% | -14% | 0% | -4% | -34% | -2% | -3% | 23% | -1% | -1%
O=C(CC(c1ccccc1)c1ccccc1)NCC1CCCO1 (centres undefined) | 16 | -3% | 0% | 3% | 2% | 52% | -2% | 0% | 26% | 10% | -3%
NC(=O)c1ccccc1OCC(=O)N1CCc2ccccc2C1 | -18 | · | 0% | 5% | -9% | 7% | 3% | 0% | ? | 6% | -13%
CN(C(=O)COC(=O)CNC(=O)c1ccccc1F)C1CCCCC1 | -9 | · | 3% | -3% | -3% | -17% | 1% | 1% | · | · | ·
CNC1(C(N)=O)CCNCC1 | -8 | 0% | -3% | 4% | 0% | 0% | -3% | -6% | 7% | 4% | 1%
O=C1CC[C@H](OCc2ccccc2)CCN1[C@H](CSc1ccccc1)Cc1ccccc1 | -13 | 2% | -3% | · | 5% | -3% | 13% | -9% | ? | 3% | ?
C=CCn1c(=O)c(C(=O)NCc2ccc3c(c2)OCO3)c(O)c2cc(OC)c(OC)cc21 | -29 | -2% | 4% | ? | 4% | -30% | -3% | 4% | -17% | ? | -19%
C/C(=N\NC(=O)c1cc2c(s1)CCC(C)C2)c1cccnc1 (centres undefined) | -12 | -8% | 17µM* | -1% | 5% | ? | 10% | 3% | ? | -19% | -6%
CN(C(=O)c1ccccc1-c1ncc[nH]1)C1CCCN(Cc2ccccc2F)C1 (centres undefined) | 5 | -3% | 0% | 2% | 2% | 11% | -3% | 2% | -6% | · | -3%
Cc1ccc(S(=O)(=O)NC(CC(C)C)C(=O)NCc2ccco2)cc1 (centres undefined) | 2 | -6% | 4% | -2% | -1% | 9% | 2% | 0% | 15% | 5% | -2%
CCn1ccnc1CN1CCN(CC(C)C)C(CCO)C1 (centres undefined) | -2 | -1% | -2% | 0% | -1% | -9% | -3% | 1% | -14% | -7% | -1%
Cc1ccc(CN2CCNC(=O)C2CC(=O)N(C)C2CCCCC2)cc1 (centres undefined) | -5 | -6% | 1% | -3% | 1% | 29% | 1% | 8% | 17% | · | 2%
Clc1cccc(Cl)c1Cn1cnc(=NCc2ccco2)c2[nH]cnc21 | -11 | 9% | 4% | 19% | 1% | 0% | -1% | 1% | 18µM* | -3% | ?

Next part; it opens with the 3 that closed the last part.
mol | Giardia killer | PKM2 act | FLuc modulator | p53 reactivation | ELG1 genotox | BRCA1 expr act | NPC1 prom act | Rab9 promoter act | RORgamma inh | Menin-MLL TR inh | Gal4-VP16 FLuc
CCn1ccnc1CN1CCN(CC(C)C)C(CCO)C1 (centres undefined) | -2 | -1% | -2% | 0% | -1% | -9% | -3% | 1% | -14% | -7% | -1%
Cc1ccc(CN2CCNC(=O)C2CC(=O)N(C)C2CCCCC2)cc1 (centres undefined) | -5 | -6% | 1% | -3% | 1% | 29% | 1% | 8% | 17% | · | 2%
Clc1cccc(Cl)c1Cn1cnc(=NCc2ccco2)c2[nH]cnc21 | -11 | 9% | 4% | 19% | 1% | 0% | -1% | 1% | 18µM* | -3% | ?
O=C(CSc1ccc2nnc(-c3ccncc3)n2n1)Nc1nccs1 | -11 | 8% | -3% | 6% | 1% | -6% | -2% | 4% | 4% | ? | -7%
N#CC1=C(N)SC(N)=C(C#N)C1C1CC=CCC1 (centres undefined) | -13 | 3% | 5% | -11% | 2% | 0% | -2% | 2% | 16µM* | 19% | ?
Cc1cccnc1NC(=O)CCCNC(=O)c1ccc(Cl)cc1 | -2 | · | -2% | -5% | 0% | -1% | -3% | -3% | · | · | ·
N=C1C(c2ccccc2)=C(O)CN1c1cccc(S(=O)(=O)NCc2ccco2)c1 | -12 | 3% | 3% | -1% | 0% | 0% | -4% | -3% | 31% | · | 3%
CCNC(=O)NC(=O)COC(=O)CNC(=O)COc1ccccc1 | 10 | -2% | 3% | 12% | -1% | 7% | -1% | 0% | 8%[0.365 µM] | 5% | ·
CC(=O)Nc1ccc(-c2nnc(SCC(=O)c3ccc4c(c3)Cc3ccccc3-4)n2C)cc1 | -8 | 1% | ? | 0% | 1% | 4% | -4% | 0% | ? | 31%[activator] | ?
COCCCn1c(=N)c(C(=O)NC2CCCCC2)cc2c(=O)n3ccccc3nc21 | -13 | 2% | -2%&1% | -2% | -1% | 0%&-13% | 0% | 2% | -29% | -8% | 1%
COc1cccc(/C=N/Nc2cc(Cl)nc(C)n2)c1O | 11 | -3% | 3µM* | 4% | 7% | 60% | ? | 2% | 0.5µM* | 1% | 2.8µM*
O=C(C1CC1)N(CCN(C(=O)C1CC1)c1ccccc1)c1ccccc1 | -1 | -15% | 0% | 2% | -7% | -6% | -3% | -10% | -1% | 17% | ?
O=C(CN1C(=O)C2CC=CCC2C1=O)Nc1nc(-c2ccc(F)cc2)cs1 (centres undefined) | -9 | · | · | -6% | -3% | -28% | 0% | -3% | · | · | ·
CC(C)COc1ccc(C(=O)Nc2sc3c(c2C(=O)O)CC(C)(C)OC3)cc1 | -1 | -9% | 21µM* | 1% | -14% | -26% | 0% | -5% | 5% | ? | -12%
COc1ccc(S(=O)(=O)N2CCN(C(=O)c3ccc(=O)[nH]n3)CC2)cc1OC | 10 | · | 1% | 6% | -1% | -10% | 0% | -5% | · | · | ·
CC(=O)Oc1ccc(N2C(=O)C3C4C=CC(CO)(O4)C3C2=O)cc1 (centres undefined) | 18 | ? | ? | -16% | 0% | -8% | 0% | 21% | 5µM* | -2% | ?
CC(=O)Nc1ccc(S(=O)(=O)NCC2(N3CCOCC3)CCCCC2)cc1 | -20 | · | 1% | -10% | -3% | 1% | 5% | 12% | · | · | ·
CCCCN=C1CC(C)(C)CC(=O)/C1=C(/O)CCC | 8 | -1% | 3% | -3% | -4% | -7% | 4% | -2% | 28% | · | 4%
O=C(CCc1ccc(S(=O)(=O)N2CCOCC2)cc1)N1CCc2ccccc2C1 | -2 | -4% | -2% | -1% | -1% | -16% | -3% | 9% | -2% | -21% | 3%

Screens from PubChem.
